Screens from PubChem.
Tau fluor cs: counter-screen for tau fibril formation inhibitors. Potency, µM (highest dose often 57.7 µM), for the others: at the top dose activity change, negative = decrease. 280,000 compounds, 0.93% hits. AID 1463. tau K18 P301L Alexa594 fluorescence, heparin fibrillization; note: nearly all actives have a fitted effect of over 55% in size
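Human K18 P301L tau (15 uM unlabeled plus 0.24 uM Alexa 594-labeled, final) in 100 mM sodium acetate pH 7 was mixed with compound and 20 uM heparin and incubated 6 hr at 37 C.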
Tau fibril FP: blocks human tau fibril formation measured by polarization. P10636. 280,000 compounds, 0.39% hits. Potency, µM (top dose mostly 57.7 µM), for inactives: at the highest dose activity, negative = inhibition, hits mostly inhibitors. K18 P301L tau heparin fibrillization, Alexa594 FP, 6 h; note: nearly all actives have a fitted effect of over 55% in size
Target sequence (P10636 561-689 P618L limits assumed): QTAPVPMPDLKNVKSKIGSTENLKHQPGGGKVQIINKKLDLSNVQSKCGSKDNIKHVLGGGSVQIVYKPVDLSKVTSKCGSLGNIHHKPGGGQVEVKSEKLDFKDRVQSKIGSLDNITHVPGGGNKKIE
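FP of Alexa 594-tau after heparin (20 uM) induction. Substrate: human K18 P301L, 15 uM unlabeled, 0.24 uM labeled. Buffer 100 mM sodium acetate pH 7. 6 hr, 37 C.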
aGal spleen mod: inhibits or activates alpha-galactosidase in human spleen homogenate | human spleen homogenate, 4MU-alpha-Gal fluorescence, 40 min | AID 2107 | 240,000 compounds, 0.008% hits | P06280 | Potency, µM (highest dose often 80 µM), for inactives: top-dose activity change, negative = inhibition, actives largely listed as inhibitors;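 note: 0% = enzyme with vehicle and -100% = no enzyme basal signal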
Target sequence (P06280 32-429 limits assumed): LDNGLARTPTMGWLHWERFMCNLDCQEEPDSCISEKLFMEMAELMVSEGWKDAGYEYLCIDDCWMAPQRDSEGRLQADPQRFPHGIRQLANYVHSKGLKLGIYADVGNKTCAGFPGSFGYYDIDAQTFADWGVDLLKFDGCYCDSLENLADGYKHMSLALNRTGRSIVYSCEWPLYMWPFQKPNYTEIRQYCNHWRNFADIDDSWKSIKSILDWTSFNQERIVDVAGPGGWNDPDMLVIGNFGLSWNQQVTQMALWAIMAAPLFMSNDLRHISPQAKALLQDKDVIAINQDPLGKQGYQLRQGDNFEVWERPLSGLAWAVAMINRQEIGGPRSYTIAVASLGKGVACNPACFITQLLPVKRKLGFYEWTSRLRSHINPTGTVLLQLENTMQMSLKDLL
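Fluorogenic readout (Ex 365/Em 440 nm) of 4-methylumbelliferone released from 1 mM 4-MU-alpha-galactoside by spleen homogenate, 40 min at 37C, pH 5.0. Data normalized to no-enzyme and enzyme controls; Hill-equation AC50 from compound titrations.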
ALDH1A1 inh: inhibitors of human aldehyde dehydrogenase 1A1; Purified ALDH1A1, NADH fluorescence, propionaldehyde substrate; 220,000 compounds, 7.3% hits; Potency, µM (titrated, usually from 75.3 µM), for the others: at the top dose activity, negative = inhibition, hits mostly inhibitors; active = well fitted inhibition curve with a large enough effect, not every such curve was filed as active; inconclusive = small, poorly fitted or top-dose-only effect, or another doubt; inactive = no such curve, though single readings can be large or run the other way;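 note: plate controls were no enzyme wells and a reference inhibitor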
Target sequence (P00352 whole entry, looked up): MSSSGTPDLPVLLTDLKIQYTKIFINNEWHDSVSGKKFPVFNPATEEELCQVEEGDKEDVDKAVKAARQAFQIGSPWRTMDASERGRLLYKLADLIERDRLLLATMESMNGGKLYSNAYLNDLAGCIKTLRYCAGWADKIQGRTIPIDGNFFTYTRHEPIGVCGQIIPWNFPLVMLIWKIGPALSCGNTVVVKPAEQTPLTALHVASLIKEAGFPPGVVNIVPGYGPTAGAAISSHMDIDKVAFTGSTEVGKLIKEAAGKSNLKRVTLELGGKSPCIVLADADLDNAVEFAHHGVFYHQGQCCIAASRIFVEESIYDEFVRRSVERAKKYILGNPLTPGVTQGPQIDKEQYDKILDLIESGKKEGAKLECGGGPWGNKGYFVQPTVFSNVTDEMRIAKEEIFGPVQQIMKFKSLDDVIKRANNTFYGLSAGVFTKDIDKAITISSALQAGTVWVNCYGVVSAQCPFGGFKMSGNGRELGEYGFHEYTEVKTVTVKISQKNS
TRb SRC2 PPI: inhibitors of human thyroid hormone receptor beta-SRC2 interaction. TRbeta-SRC2 peptide binding, fluorescence polarization; receptor liganded with 1 µM T3. Potency, µM (highest dose often 106 µM), inactives show top-dose activity change, negative = inhibition, most hits filed as inhibitors. 280,000 compounds, 0.065% hits;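 note: plate controls were bound peptide for no effect and peptide without receptor for full effect; nearly all actives have a fitted effect of over 50% in size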
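Each compound concentration gave % activity, normalized to unbound and bound Texas Red SRC2 controls, from polarization read after 5 hr ambient incubation with T3-loaded human TRb LBD.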
Tau ThT inhib: blocks human tau fibril formation measured by thioflavin T. P10636. recombinant tau K18 P301L (four-repeat tau fragment), heparin-induced fibrillization, ThT fluorescence. Potency, µM (series often up to 57.4 µM), inactives show at the top dose activity, negative = inhibition, most hits filed as inhibitors. 270,000 compounds, 2.1% hits; note: nearly all actives have a fitted effect of over 55% in size
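Heparin-induced (20 uM) aggregation of recombinant human K18 P301L tau, 15 uM unlabeled with 0.24 uM labeled, pH 7 acetate buffer, 6 hr at 37 C with compound. Fibrils quantified by 30 uM ThT fluorescence after 1 hr ambient incubation.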
TexasRed fluor: alters Texas Red total fluorescence, flagging assay interference. TRb/SRC2 Texas Red total fluorescence interference. Potency, µM (highest dose often 106 µM), inactives show top-dose fluorescence change, negative = quenching. 280,000 compounds, 0.29% hits. AID 1479; active = well fitted curve in either direction with a large enough effect; inconclusive = small, poorly fitted or top-dose-only effect
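Human TRb ligand-binding domain at 0.6 uM with 20 nM Texas Red SRC2 peptide in Tris buffer containing 1 uM T3 and 5% DMSO, incubated with compound 5 h at ambient temperature. Total fluorescence (555/632 nm) calculated as parallel + 2 × perpendicular.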
L3MBTL1 block: inhibitors of human L3MBTL1; Q9Y468; AlphaScreen L3MBTL1–H3K9me1 peptide binding; Potency, µM (titrated, usually from 57.1 µM), for the others: top-dose activity, negative = inhibition, hits mostly inhibitors; 230,000 compounds, 0.66% hits; AID 485360; note: nearly all actives have a fitted effect of over 60% in size
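First, the protein-peptide complex forms for 30 min at room temperature (L3MBTL1 50 nM, biotinylated H3K9me1 peptide 75 nM). Next, compounds are pin-transferred and incubated 30 min. Finally, AlphaScreen beads are added and read after 30 min.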
* hit, by the source's call; ? = inconclusive; · = not tested or not shown; & = joins results of further samples; [ ] = remark or other dose. Unless noted, calls come from the whole dose curve; as a rule, active = well fitted curve in the direction sought with a large enough effect; inconclusive = small, poorly fitted or top-dose-only effect, or another doubt; inactive = no such curve, though single readings can be large; an effect the other way counts as inactive or inconclusive. Unless noted, % is set by controls: 0 for no effect and ±100 for the full control effect; potency is the fitted concentration of half-maximal effect.

SMILES	Tau fluor cs	Tau fibril FP	aGal spleen mod	ALDH1A1 inh	TRb SRC2 PPI	Tau ThT inhib	TexasRed fluor	L3MBTL1 block
CCSc1nc2n(n1)C(c1ccc(C(=O)O)cc1)C(C(=O)Nc1ccccc1C)=C(C)N2 (centres undefined)	-2%	-8%	·	·	-4%	1%	-3%	·
COc1ccc(CCNC(=O)CSc2nncn2N)cc1OC	4%	6%	-7%	?	-2%	-3%	-7%	0%
O=C(Cc1cccs1)N(c1ccccc1)C1C=CS(=O)(=O)C1 (centres undefined)	-3%	1%	-8%	-1%	0%	-6%	2%	-5%
CCOC(=O)c1cc(C)sc1NC(=O)c1ccc(Cl)s1	-16%	-15%	2%	15%	2%	-8%	2%	·
Cn1c(N)c(C(=O)COC(=O)c2ccccc2NCc2ccco2)c(=O)n(C)c1=O	-1%	0%	16%	?	1%	4%	-1%	-1%
COc1ccc(CCNC(=O)CSc2n[nH]c(C)c2[N+](=O)[O-])cc1OC	-10%	6%	12%	28µM*	10%	-14%	-3%	·
COc1ccc(CN(Cc2nc3ccccc3c(=O)[nH]2)C(=O)C(C)(C)C)cc1	2%	7%	8%	5%	3%	-4%	0%	-1%
CCc1c(C(=O)c2ccc(Cl)cc2)oc2c(C)c3oc(=O)cc(C)c3cc12	-4%	-2%	9%	1%	·	-1%	·	52%[activator]
Cc1cc(C)c(C#N)c(SCS(=O)Cc2ccccc2)n1 (centres undefined)	-6%	5%	-4%	8.9µM*	-4%	-5%	-3%	-10%
CCCCNc1nc2ccccc2nc1NS(=O)(=O)c1cccs1	-13%	5%	4%	-13%	-8%	-10%	1%	7%
CCOC(=O)c1c(S(=O)(=O)N2CCC(C(=O)NCc3cccc(C)c3)CC2)c(C)n(C)c1C	5%	1%	·	·	1%	11%	-5%	·
COc1ccccc1NC(=O)COC(=O)C12CC3CC(CC(Cl)(C3)C1)C2	-12%	8%	0%	-7%	-5%	-11%	-4%	2%[11.4 µM]
Cc1cccc(NC(=O)CSc2nnc(CSc3nc(C)cc(C)n3)o2)c1	7%	2%	8%	14%	0%	5%	-1%	-3%
S=c1[nH]nc(-c2ccco2)n1/N=C/C(Cl)=C/c1ccccc1	?	?	6%	-5%	3%	14µM*	-2%	-11%
C=CCn1c(SCC(=O)Nc2ncc(Cc3cc(Cl)ccc3Cl)s2)nnc1-c1ccncc1	-9%	1%	9%	-6%	2%	-18%	2%	-1%
Cc1c(C(=O)OC(C)C)sc(NC(=O)C2c3ccccc3Oc3ccccc32)c1C(=O)OC(C)C	-10%	?	·	·	0%	6%	2%	·
Cc1ccc2[nH]c3c(=O)n(CC(=O)N4CCCCC4)ncc3c2c1	2%	-4%	·	·	-4%	9%	1%	·
CCOc1ccc(CCNC(=O)CCCn2c(=O)c3cccn3c3cccnc32)cc1OCC	-5%	1%	·	·	10%	-4%	-2%	·
CCC(C(=O)N1CCN(c2ccccc2)CC1)n1nc(C)n2c(cc3sccc32)c1=O (centres undefined)	-8%	-3%	·	·	0%	-16%	2%	·
Cc1ccc(-c2nn(CC(=O)NCCN3CCOCC3)c(=O)c3ccccc23)cc1	8%	-7%	2%	1%	-9%	-1%	-1%	3%
CCOc1ccccc1NC(=O)Cn1c(=O)n(Cc2ccco2)c(=O)c2ccc(C(=O)NC3CCCC3)cc21	-18%	-11%	·	·	-3%	-7%	-3%	·
CC(NC(=O)CN1C(=O)c2cccnc2Oc2ccc(Cl)cc21)c1ccccc1 (centres undefined)	-4%	0%	·	·	0%	-1%	-10%	·
CC(C)CC(c1nnnn1Cc1ccccc1)N1CCN(C(=O)c2ccco2)CC1 (centres undefined)	-9%	0%	1%	25µM*	-9%	-13%	-6%	·
Cc1csc(SCC(=O)Nc2sccc2C#N)n1	-11%	4%	-3%	-2%	9%	-11%	-8%	·
Cc1nc(C(=O)NC2CCOCC2)sc1C1(C)CC(c2ccccc2)=NO1 (centres undefined)	-3%	-5%	-12%	·	8%	-2%	-2%	·
COc1cc(CCC(=O)OCC(=O)Nc2cccc(S(=O)(=O)N(C)C)c2)cc(OC)c1OC	-15%	-1%	9%	-9%	-9%	-6%	0%	2%
CCOc1ccc(C(C)NC(=O)Nc2ccccc2C(=O)OC)cc1 (centres undefined)	-15%	-3%	0%	?	8%	-14%	-6%	·
Cc1ccc(NC(=O)CN(C)CC(=O)Nc2c(C)cccc2C)c(Br)c1	-1%	2%	7%	4%	-5%	-4%	-2%	-3%
Cc1ccc(C(=O)N2CCC3(CC2)Oc2ccc(Cl)cc2C(=O)C32CC(c3ccccc3)=NO2)s1 (centres undefined)	12%	0%	-13%	·	-6%	8%	-2%	·
Cc1nc2cc(-c3cccc(F)c3)nn2c(C)c1CCC(=O)NCCc1ccccc1	-16%	2%	·	·	-4%	-11%	?	·

Compounds from the list above that contain a furan ring, fused or not, in the order listed:
SMILES	Tau fluor cs	Tau fibril FP	aGal spleen mod	ALDH1A1 inh	TRb SRC2 PPI	Tau ThT inhib	TexasRed fluor	L3MBTL1 block
Cn1c(N)c(C(=O)COC(=O)c2ccccc2NCc2ccco2)c(=O)n(C)c1=O	-1%	0%	16%	?	1%	4%	-1%	-1%
CCc1c(C(=O)c2ccc(Cl)cc2)oc2c(C)c3oc(=O)cc(C)c3cc12	-4%	-2%	9%	1%	·	-1%	·	52%[activator]
S=c1[nH]nc(-c2ccco2)n1/N=C/C(Cl)=C/c1ccccc1	?	?	6%	-5%	3%	14µM*	-2%	-11%
CCOc1ccccc1NC(=O)Cn1c(=O)n(Cc2ccco2)c(=O)c2ccc(C(=O)NC3CCCC3)cc21	-18%	-11%	·	·	-3%	-7%	-3%	·
CC(C)CC(c1nnnn1Cc1ccccc1)N1CCN(C(=O)c2ccco2)CC1 (centres undefined)	-9%	0%	1%	25µM*	-9%	-13%	-6%	·

Additional results:
SMILES	Tau fluor cs	Tau fibril FP	aGal spleen mod	ALDH1A1 inh	TRb SRC2 PPI	Tau ThT inhib	TexasRed fluor	L3MBTL1 block
CN(CCO)c1c2c(nc3cc(-c4cccc(F)c4)nn13)CCCC2	3%	9%	-3%	?	-15%	10%	0%	-3%
Cc1noc(C)c1CSCc1ccc(Cl)cc1	-12%	-9%	5%	4%	1%	-5%	-1%	27%
CCOC(=O)N1CCN(C(=O)c2cn(-c3ccc(C)c(C)c3)c(=O)c3ccccc23)CC1	-9%	3%	9%	5%	-5%	-17%	-4%	·
CN(C)c1cccc(C(=O)N2CCCC(C(=O)c3cc(F)ccc3F)C2)c1 (centres undefined)	-11%	1%	3%	-1%	-4%	-13%	2%	-23%
C/C(CCCO)=N/Nc1ccc([N+](=O)[O-])cc1[N+](=O)[O-]	-10%	-4%	-2%	-4%	1%	?	-3%	-1%
O=C(Cn1cnc2c(nnn2Cc2ccc(F)cc2)c1=O)N1CCCCC1	-5%	2%	5%	-4%	8%	-7%	-1%	4%
Cc1nc(C)c(C(=O)NCc2ccccc2Cl)o1	-3%	0%	0%	22µM*	4%	-2%	5%	-7%
O=C(Nc1ccccc1C(=O)N1CCOCC1)C1CCCO1 (centres undefined)	4%	7%	-4%	5%	-4%	3%	0%	26%[11.4 µM]
CCCc1nn2c(N)c(/C=C3\C=Nc4ccccc43)c(=O)nc2s1	?	-10%&-5%	-2%&-8%	-1%	-3%&7%	8.9µM*	-9%&-5%	-1%&5%
COC(=O)c1ccccc1NC(=O)C1CCCCC1C(=O)O (centres undefined)	4%	7%	-10%	-9%	-10%	-11%	-4%	-1%
CC(C)c1ccc(NC(=O)c2ccc3c(c2)CCCN3S(C)(=O)=O)cc1	-27%	-19%	·	·	2%	-16%	-1%	·
O=c1cc(NCc2ccccc2)c2ccccc2o1	7%	2%	2%	-7%	-4%	0%	1%	3%
CC(C)OCCCNC(=O)C(NC(=O)c1ccc(Cl)cc1)C(C)C (centres undefined)	2%	5%	0%	-9%	3%	9%	-1%	·
COc1cc(NS(=O)(=O)c2ccc(NC(=O)c3cccc(F)c3)cc2)nc(OC)n1	-20%	-11%	·	·	-4%	-11%	3%	·
CC(=O)Nc1ccc(NC(=O)c2c(C)nn(-c3ccccc3)c2Cl)cc1C	-10%	-10%	0%	?	-6%	?	10%	-8%
COC(=O)c1ccc(CN2C(=O)NC3(CCC(C)CC3)C2=O)cc1 (centres undefined)	-7%	2%	1%	-2%	-6%	-11%	-6%	1%
NC(=O)C[C@@H]1NC(=O)c2cc([N+](=O)[O-])cc(F)c2NCCCC[C@@H](C(N)=O)NC(=O)[C@H](CO)NC1=O	-3%	0%	2%	-6%	14%	4%	-2%	-8%
O=[N+]([O-])c1nn(-c2ccc3c(c2)OCCO3)n(O)c1=NCc1ccccc1Cl	-20%	5%	6%	?	-4%	?	1%	-4%
Cc1onc(-c2ccccc2Cl)c1C(=O)Nc1ccc(-n2nncc2C(C)(C)C)cc1	-7%	9%	3%	?	-8%	-13%	-1%	-8%
Cc1nc2c3ccccc3nc(NNC(=O)CCC(=O)O)n2n1	4%	5%	·	·	1%	2%	-3%	·
Cc1ccc(S(=O)(=O)N(CC(O)Cn2c3ccccc3c3ccccc32)c2cccc(C(=O)N(C)C)c2)cc1 (centres undefined)	-19%	3%	·	·	1%	-8%	-4%	·
O=C(Cn1cnc2c(nnn2Cc2ccc(Cl)cc2)c1=O)NC1CCCC1	1%	-8%	5%	-3%	-14%	-4%	3%	7%
CCc1cc2cc(C)cc(C)c2[nH]c1=S	-11%	-1%	6%	9%	-8%	-18%	1%	·
CN(c1ccccc1)S(=O)(=O)c1cccc(C(=O)Nc2ncn[nH]2)c1	5%	-4%	10%	·	-5%	·	-4%	·
O=C(COc1ccc2ccccc2c1)Nc1nnc(-c2ccco2)s1	-10%	-2%	10%	·	-5%	?	-2%	·
CCOC(=O)CCNC(=O)CNC(=O)OCc1ccccc1	1%	-4%	0%	7%	1%	-2%	-2%	1%
CC(=O)Nc1ccc(C(=O)Nc2nc(-c3cccnc3)cs2)cc1	-7%	-7%	0%	10µM*	-1%	-1%	0%	7%
COc1cc([N+](=O)[O-])ccc1NC(=O)C[n+]1cccc(C(C)=O)c1	-6%	2%	-10%	?	-3%	-17%	-1%	0%
CN(C)S(=O)(=O)c1cccc(NC(=O)COC(=O)CCC(=O)c2cccs2)c1	-6%	-5%	3%	-12%	-2%	-4%	0%	11%
